# Pf growth 48h: inhibits P. falciparum growth in the first generation, 48 h. P. falciparum luciferase growth in erythrocytes, 48 h. Potency, µM (titrated, usually from 28.7 µM), for the others: top-dose activity change, negative = inhibition, hits mostly inhibitors. actives 5.9% (n = 310,000)
#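 Luciferase-expressing parasites in RBCs, 2% Hct / 0.1% parasitemia final; RPMI 1640 + 0.5% Albumax; 37 C, 5% CO2, one generation; luminescence read-out, lower signal = inhibition.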
# TbPYK inhibitor: T. brucei pyruvate kinase inhibition. Potency, µM (titrated, usually from 76.8 µM), inactives show top-dose activity, negative = inhibition, hits mostly inhibitors. actives 0.12% (n = 410,000). TbPYK enzyme, Kinase-Glo Plus ATP luminescence, 45 min; further: nearly all actives have a fitted effect of over 50% in size
#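 Readout: single end-point luminescence (Kinase-Glo Plus, 10 min). Reaction conditions were TbPYK/substrate plus 130 uM ADP, 45 min at RT, pH 7.2 TEA buffer. No-enzyme wells served as controls, and data were normalized before concentration-response fitting.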
# LmPK inh: LmPK (Leishmania mexicana) enzyme inhibition. Q27686. actives 0.37% (n = 290,000). Potency, µM (top dose mostly 57.5 µM), for the others: top-dose activity change, negative = inhibition, hits mostly inhibitors. purified LmPK, Kinase-Glo ATP luminescence, 1 h
# Target sequence (Q27686 whole entry, looked up): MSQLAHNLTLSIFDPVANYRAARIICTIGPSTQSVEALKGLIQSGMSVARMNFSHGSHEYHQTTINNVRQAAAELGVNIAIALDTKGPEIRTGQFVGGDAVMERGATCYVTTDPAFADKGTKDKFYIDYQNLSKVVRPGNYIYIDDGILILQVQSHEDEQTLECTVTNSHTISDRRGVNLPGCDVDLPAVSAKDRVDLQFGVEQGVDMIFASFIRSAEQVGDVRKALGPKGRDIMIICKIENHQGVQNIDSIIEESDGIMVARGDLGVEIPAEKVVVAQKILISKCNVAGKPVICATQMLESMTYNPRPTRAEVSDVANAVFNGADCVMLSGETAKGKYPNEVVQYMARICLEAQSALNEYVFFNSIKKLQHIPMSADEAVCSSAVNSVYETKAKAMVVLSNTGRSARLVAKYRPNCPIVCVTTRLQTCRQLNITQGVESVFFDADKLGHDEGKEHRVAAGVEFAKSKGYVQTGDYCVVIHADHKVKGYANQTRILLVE
#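 Purified LmPK (0.1 nM) converted ADP (0.1 mM) to ATP with PEP (0.5 mM) in imidazole buffer pH 7.2 with KCl and MgCl2, 1 h at room temperature. ATP was read by Kinase-Glo luminescence; data normalized to uninhibited and no-enzyme controls.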
# HCV inh: HCV inhibition | Huh7.5.1 HCVcc-Cre infection, luciferase reporter, 44 h | Potency, µM (series often up to 41.8 µM), inactives show at the highest dose activity change, negative = inhibition, hits mostly inhibitors | actives 3.4% (n = 340,000) | AID 651820
#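 Cells (1,000/well) were plated 4 h before compound, then infected with HCVcc-Cre virus (~0.5 moi). After 44 h further culture, infection was read as luciferase luminescence following a 15 min substrate incubation at room temperature.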
# Pf growth 96h: P. falciparum growth inhibition at 96 hours | AID 504834 | Potency, µM (top dose mostly 28.7 µM), without a hit: at the highest dose activity change, negative = inhibition, hits mostly inhibitors | actives 6.9% (n = 320,000) | P. falciparum luciferase reporter growth, 96 h
#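 Plates of compound plus infected erythrocytes (2% hematocrit, 0.05% parasitemia final) incubate 96 hours, 37 C, 5% CO2. Detection reagent added; reduced luminescence from the parasites' luciferase reporter flags inhibition.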
# Sm TGR block: S. mansoni TGR enzyme inhibition. Q962Y6. purified TGR, DTNB reduction, TNB absorbance 405 nm. Potency, µM (highest dose often 114 µM), for the others: at the highest dose activity change, negative = inhibition, usual class: inhibitors. actives 3% (n = 360,000). AID 485364; further: nearly all actives have a fitted effect of over 60% in size
#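 Kinetic colorimetric format: TGR-catalysed, NADPH-driven DTNB reduction monitored via TNB absorbance. Enzyme dispensed at 20 nM; compound exposure 15 min at room temperature before reaction start.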
# Active calls of the source: *; ? = inconclusive; . = not tested or not shown; & = joins results of further samples; [ ] = remark or other dose. The call rests on the fitted dose curve; in most records, active means well fitted curve in the direction sought with a large enough effect; inconclusive means small, poorly fitted or top-dose-only effect, or another doubt; inactive means no such curve, though single readings can be large; an effect the other way counts as inactive or inconclusive. On the % scale 0 is the no-effect control and ±100 the full control effect; potency means the concentration at half of the fitted maximal effect. Random draw from the library (roughly 16% active in at least one column).
canonical_smiles,Pf growth 48h,LmPK inh,Pf growth 96h,Sm TGR block,HCV inh,TbPYK inhibitor
COc1ccc2[nH]c3c(c2c1)CCNC3(C)CCc1ccc(Cl)nc1 (stereo not given),.,1%,?,4%,-15%,-1%
CCc1ccc(NC(=O)C2(c3ccccc3)CC2(Cl)Cl)cc1 (stereo not given),?,3%,3.3µM*,15%,?,6%
COC(=O)c1[nH]c2cc(C)ccc2c1NC(=O)CN1CCN(c2ccccc2OC)CC1,?,3%,?,-11%,10µM*,-6%
CCN(CC(=O)NCc1ccc(F)cc1)Cc1cc(=O)n2ccsc2n1,-27%,1%,?,-35%,11%,-9%
O=C(CC1Sc2ccccc2NC1=O)NCc1cccc(Cl)c1 (stereo not given),8%,-2%,-15%,-5%,-4%,6%
CC(C)OC(=O)C(CC(=O)O)N1CCOCC1 (stereo not given),27%,-3%,-17%,-14%,6%,2%
Nc1cc(=O)[nH]c(SCc2nnnn2-c2ccc(Cl)cc2)n1,12%,0%,0.21µM*,-12%,-6%,3%
CCc1cccc(OCC2Cn3c(nc4c3c(=O)[nH]c(=O)n4C)O2)c1 (stereo not given),5%,-2%,12µM*,5%,-16%,-4%
Cc1cc(C)c(C(=O)CSc2nnc(N)s2)cc1C,39%[activator],9%,57%[activator],4%,-25%,-16%
CNC(=O)/C(C#N)=C/c1cn(CC(=O)NCc2ccco2)c2ccccc12,-1%,3%,12%,-21%,-18%,-6%
Cc1ccc(Cl)c(OCC(=O)NC2CCN(Cc3ccccc3)CC2)c1,-21%,.,-2%,-16%,?,3%
CC(C#CCN1CCCCC1)OCCOCc1ccccc1 (stereo not given),23%,-6%,38%[activator],?,-6%,-2%
COc1cc(NC(=O)CSc2ccc(-c3ccccn3)nn2)cc(OC)c1,?,-4%,?,-28%&-7%,?,-4%&1%
O=C(CCN1CCCCCC1)Nc1ccc(F)c(F)c1,-5%,0%,-16%,-6%,-6%,2%
Cc1ccccc1NC(=O)c1sc2nc3c(c(-c4ccco4)c2c1N)CCC3,?,2%,?,0%,4µM*,-6%
CCCC(C)NC(=O)Cc1ccccc1[N+](=O)[O-] (stereo not given),-14%,-1%,27%,4%,19%,0%
COc1ccc(N2CCN(S(=O)(=O)c3cn(C)c(=O)n(C)c3=O)CC2)cc1,10%,5%,65%[activator],-7%,9%,4%
C#CCOCCOCCOCCNc1nc(N2CCN(C(=O)[C@H](CCC(=O)O)n3cc(C(N)Cc4ccc(O)cc4)nn3)CC2)nc(N2CCN(C(=O)[C@H](Cc3cc4ccccc4[nH]3)n3cc(C(N)[C@H](C)CC)nn3)CC2)n1 (stereo not given in full),22%,2%,5%,-23%,15%,3%
COc1ccccc1N1CCN(CC(O)c2ccccc2)CC1 (stereo not given),4%,1%,7%,0%,-6%,-3%
COc1ccc(CCN2C(=O)C3C4CC(C5C(C(=O)N/N=C\c6ccc(Cl)cc6)=NOC45)C3C2=O)cc1OC (stereo not given),.,1%,12%,5%,11%,1%
CCOCCCNC(=O)CC1Oc2ccc(C)cc2NC1=O (stereo not given),12%,-6%,20%,2%,13%,2%
COc1ccc(COC(=O)C2=C(C)NC(=O)NC2c2cccc(Br)c2)cc1 (stereo not given),?,1%,?,0%,10µM*,1%
CCC(CC)C(=O)c1c[nH]c(C(=O)NCc2ccccc2OC)c1,-29%,11%,-25%,9%,-21%,1%
Nc1nnc(N2CCCCCC2)s1,17%,7%,31%[activator],-1%,18%,-8%

# Reformatted field by field: 2 of the compounds above.
> O=C(CCN1CCCCCC1)Nc1ccc(F)c(F)c1
- Pf growth 48h: -5%
- LmPK inh: 0%
- Pf growth 96h: -16%
- Sm TGR block: -6%
- HCV inh: -6%
- TbPYK inhibitor: 2%
> CCCC(C)NC(=O)Cc1ccccc1[N+](=O)[O-] (stereo not given)
- Pf growth 48h: -14%
- LmPK inh: -1%
- Pf growth 96h: 27%
- Sm TGR block: 4%
- HCV inh: 19%
- TbPYK inhibitor: 0%

# The listing continues:
canonical_smiles,Pf growth 48h,LmPK inh,Pf growth 96h,Sm TGR block,HCV inh,TbPYK inhibitor
O=C1CC(N2CCN(C(c3ccccc3)c3ccccc3)CC2)C(=O)N1Cc1ccc(N2CCCC2=O)cc1 (stereo not given),9.3µM*,-2%,15µM*,-9%,5%,.
Cc1c(F)cccc1NS(=O)(=O)c1ccc2c(c1)c(=O)n(C)c(=O)n2C,-13%,4%,?,-1%,-8%,0%
Cc1nn(CC(=O)Nc2ccc(C(=O)N3CCCCC3)cc2)c(=O)c2ccccc12,25%,-5%,.,-17%,11%,1%
Cc1ccc(S(=O)(=O)NNC(=O)c2cc3cc4ccccc4nc3s2)cc1,0%,0%,42%[activator],5%,3%,0%
CCOC(=O)N1CCC(Nc2cc(C)nc3c(-c4ccccc4OC)c(C)nn23)CC1,9.3µM*,7%,2%,-5%,?,2%
O=C(Oc1ccc([N+](=O)[O-])cc1)c1cncc(Br)c1,35%[activator],-2%,-18%,18µM*,-3%,-13%
COc1ccc(Nc2nc(N3CCOCC3)nc(N3CCOCC3)n2)c(OC)c1,?,11%,-17%,-1%,?,-3%
COc1ccc(Cl)cc1-n1c(=S)sc2c(=O)n(-c3ccc(F)cc3)c(SCC(=O)O)nc21,-29%,-1%,?,11%,25%,1%
Cc1ccc(S(=O)(=O)NCC(C)n2nc(C)cc2C)cc1 (stereo not given),15%,-8%,0%,0%,19%,-3%
COc1ccccc1N(CC(=O)Nc1ccc2c(c1)OCO2)S(=O)(=O)c1ccccc1,?,1%,21%,-25%,?,-3%
Cc1nn(C)cc1NC(=O)c1nn(C)cc1[N+](=O)[O-],1%,2%,13%,-2%,0%,-1%
CC/C(=N\NC(=O)c1cc(C)nc2ccccc12)c1ccc(C)s1,-4%,-5%,0%,3%,8%,1%

# Compound profiles (already shown).
# O=C(Oc1ccc([N+](=O)[O-])cc1)c1cncc(Br)c1 is listed as Pf growth 48h = 35%[activator]; LmPK inh = -2%; Pf growth 96h = -18%; Sm TGR block = 18µM*; HCV inh = -3%; TbPYK inhibitor = -13%
# Cc1ccccc1NC(=O)c1sc2nc3c(c(-c4ccco4)c2c1N)CCC3 is listed as Pf growth 48h = ?; LmPK inh = 2%; Pf growth 96h = ?; Sm TGR block = 0%; HCV inh = 4µM*; TbPYK inhibitor = -6%

# (cont.)
canonical_smiles,Pf growth 48h,LmPK inh,Pf growth 96h,Sm TGR block,HCV inh,TbPYK inhibitor
COc1ccc(CCNC(=S)N2CCN(S(=O)(=O)c3ccc(F)cc3)CC2)cc1,2.6µM*,.,2.9µM*,-2%,9%,-18%
C/C(N)=C(/C#N)C(=O)CSc1nc2ccccc2c(=O)n1-c1ccc(C)cc1,-12%,0%,-23%,-2%,-3%,.
COc1cccc(OC)c1C(=O)Nc1ccccc1N1CCCCC1,?,-3%,39%[activator],14%,?,2%
C[C@@]12C(=O)OC(=O)[C@]1(C)C1CCC2O1,2.9µM*,.,1.9µM*,-2%,0.5µM*,-2%
O=C(Nc1ccc(S(=O)(=O)N2CCc3ccccc3C2)cc1)C1CCCO1 (stereo not given),?,4%,.,2%,-15%,11%
O=C(CC1Nc2ccccc2NC1=O)Nc1cc(Cl)cc(Cl)c1 (stereo not given),.,-3%,23%,-22%,?,4%
COc1cccc(Cn2cccc(NC(=O)Nc3cccc(C#N)c3)c2=O)c1,?,6%,27%,-7%,?,0%
O=C(c1cccs1)N1CCCC(c2nc(-c3ccc(F)cc3)no2)C1 (stereo not given),37%[activator],1%,?,0%,-15%,4%
O=C(O)C1=CC[C@@H](c2ccc(Cl)cc2)N(S(=O)(=O)c2ccc(Cl)cc2)[C@H]1c1ccc(F)cc1,-15%,.,40%[activator],?,21%,4%
CC(=O)N1CCN(c2ccc(NC(=S)NC(=O)COc3ccc(C(C)(C)C)cc3)cc2)CC1,23%,2%,?,-10%,?,-5%
CCN(CC(=O)Nc1ccccc1OC)C(=O)CSCC(=O)Nc1ccc(OC)cc1,2%,.,33%[activator],-11%,4%,-2%
COc1ccc(CCN2C(=S)N(C)C(=O)C2CC(=O)Nc2ccc(OC)cc2)cc1 (stereo not given),?,-7%,-19%,0%[57.1 µM],-19%,1%

# 3 structures already listed, arranged by length of the SMILES, smallest number first:
canonical_smiles,Pf growth 48h,LmPK inh,Pf growth 96h,Sm TGR block,HCV inh,TbPYK inhibitor
Cc1ccc(Cl)c(OCC(=O)NC2CCN(Cc3ccccc3)CC2)c1,-21%,.,-2%,-16%,?,3%
COc1cc(NC(=O)CSc2ccc(-c3ccccn3)nn2)cc(OC)c1,?,-4%,?,-28%&-7%,?,-4%&1%
C/C(N)=C(/C#N)C(=O)CSc1nc2ccccc2c(=O)n1-c1ccc(C)cc1,-12%,0%,-23%,-2%,-3%,.

# Carrying on.
canonical_smiles,Pf growth 48h,LmPK inh,Pf growth 96h,Sm TGR block,HCV inh,TbPYK inhibitor
O=C(OCC(=O)N1CCCC1)c1ccc(OC(F)(F)F)cc1,41%[activator],9%,56%[activator],9%,14%,-3%
O=C(C/C=N/OCc1c(Cl)cccc1Cl)c1cnc(-c2ccccc2)s1,12%,-6%,0%,0%,-5%,1%
CCCCOC(=O)C1CN(c2ccccc2)N=C1C(=O)OCC (stereo not given),-11%,3%,0%,-8%,4%,4%
O=C(NC1CCCCCC1)c1ccc(CN2CCOCC2)cc1,54%[activator],-7%,10µM*,8%,2%,-5%
COc1cccc(-c2sc3ccc(OC)cc3c2C#CC(C)(C)O)c1,?,.,?,?,7.1µM*,-2%
Cc1oncc1C(=O)N1CCCC(CO)(Cc2ccc(F)cc2F)C1 (stereo not given),16%,5%,51%[activator],-4%,5%,-2%
CS(=O)(=O)c1ccc2nc(NC(=O)c3cc4ccccc4o3)sc2c1,.,2%,-33%,-13%,-9%,-3%
Cc1cc(NC(=O)COC(=O)c2oc3c(Cl)cccc3c2C)no1,-3%,-4%,-3%,1%,4%,-3%

# From PubChem BioAssay
